# NPSR antag – antagonists of human neuropeptide S receptor cAMP signaling | Q6W5P4 | CHO-NPSR cells, cAMP TR-FRET, antagonist mode | Potency, µM (top dose mostly 38.3 µM), for inactives: at the top dose activity change, negative = inhibition, actives largely listed as inhibitors | 220,000 compounds, 1% hits | AID 1461; further: potency means the concentration at half of the fitted maximal effect; on the % scale 0 is the no-effect control and ±100 the full control effect; nearly all actives have a fitted effect of over 50% in size; many of its hits are not listed in these tables
# Target sequence (Q6W5P4 whole entry, looked up): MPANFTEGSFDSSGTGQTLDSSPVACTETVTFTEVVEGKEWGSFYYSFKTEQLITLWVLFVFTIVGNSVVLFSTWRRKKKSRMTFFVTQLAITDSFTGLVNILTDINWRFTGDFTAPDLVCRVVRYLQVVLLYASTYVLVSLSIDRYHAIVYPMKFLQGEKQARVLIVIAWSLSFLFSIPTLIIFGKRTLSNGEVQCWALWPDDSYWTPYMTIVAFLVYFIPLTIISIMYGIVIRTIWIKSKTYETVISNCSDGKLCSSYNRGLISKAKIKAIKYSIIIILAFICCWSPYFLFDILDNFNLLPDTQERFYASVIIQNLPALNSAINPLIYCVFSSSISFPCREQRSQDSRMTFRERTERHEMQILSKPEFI
# Tau fibril FP – inhibitors of human tau fibril formation; P10636; K18 P301L tau heparin fibrillization, Alexa594 FP, 6 h; Potency, µM (titrated, usually from 57.7 µM), inactives show top-dose activity, negative = inhibition, most hits filed as inhibitors; 280,000 compounds, 0.39% hits; AID 1468; further: potency means the concentration at half of the fitted maximal effect; on the % scale 0 is the no-effect control and ±100 the full control effect; nearly all actives have a fitted effect of over 55% in size
#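 Read-out: fluorescence polarization of Alexa 594-labeled tau (0.24 uM), 555 nm excitation, 632 nm emission. Mixtures held 15 uM unlabeled K18 P301L, compound and 20 uM heparin, pH 7 acetate buffer, incubated 6 hr at 37 C.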
# TRb SRC2 PPI – disrupts binding of human TR beta to SRC2. 280,000 compounds, 0.065% hits. TRbeta-SRC2 peptide binding, fluorescence polarization; receptor liganded with 1 µM T3. Potency, µM (titrated, usually from 106 µM), for inactives: top-dose activity change, negative = inhibition, hits mostly inhibitors. P10828;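 further: potency means the concentration at half of the fitted maximal effect; plate controls were bound peptide for no effect and peptide without receptor for full effect; nearly all actives have a fitted effect of over 50% in size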
#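 Binding of a 20-amino-acid Texas Red SRC2 peptide (20 nM) to TRb ligand-binding domain (0.6 uM) with agonist T3 at 1 uM was followed by fluorescence polarization after a 5 hr room-temperature incubation.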
# Tau fluor cs – counter-screen for tau fibril formation inhibitors; 280,000 compounds, 0.93% hits; tau K18 P301L (four-repeat tau fragment) Alexa594 fluorescence, heparin fibrillization; AID 1463; Potency, µM (top dose mostly 57.7 µM), for the others: at the top dose activity change, negative = decrease; further: potency means the concentration at half of the fitted maximal effect; on the % scale 0 is the no-effect control and ±100 the full control effect; nearly all actives have a fitted effect of over 55% in size
#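 Human K18 P301L tau (15 uM unlabeled plus 0.24 uM Alexa 594-labeled, final) in 100 mM sodium acetate pH 7 was mixed with compound and 20 uM heparin and incubated 6 hr at 37 C.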
# GLA spleen mod – inhibitors or activators of human alpha-galactosidase in spleen homogenate | P06280 | Potency, µM (doses to about 80 µM), for the others: top-dose activity change, negative = inhibition, most hits filed as inhibitors | human spleen homogenate, 4MU-alpha-Gal fluorescence, 40 min | 240,000 compounds, 0.008% hits;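 further: potency means the concentration at half of the fitted maximal effect; 0% = enzyme with vehicle and -100% = no enzyme basal signal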
#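 qHTS titration in buffer at pH 5.0. Alpha-galactosidase activity in spleen homogenate was measured via 4-methylumbelliferone release from 1 mM fluorogenic substrate after 40 min at 37C and a pH 10 stop. AC50 came from Hill fits of control-normalized data.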
# Epigenetic reg – epigenetic control regulation, reporter derepression; 280,000 compounds, 0.2% hits; AID 1865; murine LDR cells, GFP reporter derepression, 30 h; Potency, µM (highest dose often 53.9 µM), inactives show top-dose GFP activation, hits mostly activators; further: potency means the concentration at half of the fitted maximal effect; % of control where 0% means no effect; nearly all actives have a fitted effect of over 60% in size
#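 In this reporter-derepression format, murine cells bearing a silenced integrated CMV-GFP locus incubate with test compound (30 h, 37 C), then are washed and imaged; fluorescent objects of 20–120 um count as induced cells.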
# CBFb-RUNX1 inh – CBF-beta/RUNX1 interaction disruption; Q01196+Q13951; 230,000 tested, under 10 active; AlphaScreen CBFb-His/RUNX1-biotin binding, biochemical; Potency, µM (top dose mostly 59.8 µM), inactives show top-dose activity, negative = inhibition, hits mostly inhibitors; further: % of control where 0% means no effect
# Target sequence (Q01196 whole entry, looked up): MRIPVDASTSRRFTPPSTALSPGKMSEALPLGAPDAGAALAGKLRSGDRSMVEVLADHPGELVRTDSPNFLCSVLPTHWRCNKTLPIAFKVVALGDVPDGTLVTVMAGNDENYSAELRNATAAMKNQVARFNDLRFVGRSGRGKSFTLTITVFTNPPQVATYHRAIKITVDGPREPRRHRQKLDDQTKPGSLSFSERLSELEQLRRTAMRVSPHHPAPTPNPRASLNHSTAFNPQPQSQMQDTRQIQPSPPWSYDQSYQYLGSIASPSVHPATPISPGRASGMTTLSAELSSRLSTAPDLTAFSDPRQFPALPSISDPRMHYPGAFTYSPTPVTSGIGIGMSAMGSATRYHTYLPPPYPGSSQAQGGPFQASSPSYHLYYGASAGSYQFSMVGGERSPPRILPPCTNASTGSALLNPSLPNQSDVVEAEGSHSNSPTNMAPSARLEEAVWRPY
# Target sequence (Q13951 whole entry, looked up): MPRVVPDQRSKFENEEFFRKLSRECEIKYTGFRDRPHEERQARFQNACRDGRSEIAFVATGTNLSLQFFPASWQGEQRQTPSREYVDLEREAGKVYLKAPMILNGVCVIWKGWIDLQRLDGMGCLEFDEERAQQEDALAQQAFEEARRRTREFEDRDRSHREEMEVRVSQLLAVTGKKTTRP
#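 Compounds were screened at multiple concentrations against a preformed CBF-beta(His)/RUNX1(biotin) complex (30 nM of each) for 15 min at room temperature, followed by 90 min with nickel and streptavidin beads and AlphaScreen reading.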
# TexasRed fluor – counter-screen for TRb-SRC2 inhibitors: fluorescence interference; TRb/SRC2 Texas Red total fluorescence interference; Potency, µM (doses to about 106 µM), for the others: at the highest dose fluorescence change, negative = quenching; 280,000 compounds, 0.29% hits; AID 1479; active means well fitted curve in either direction with a large enough effect; inconclusive means small, poorly fitted or top-dose-only effect; further: potency means the concentration at half of the fitted maximal effect; on the % scale 0 is the no-effect control and ±100 the full control effect
#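 Human TRβ ligand-binding domain (0.6 uM) and Texas Red SRC2 peptide (20 nM) in Tris buffer with 1 uM T3 and 5% DMSO were incubated with pinned compound for 5 hr at ambient temperature. Total fluorescence was computed as S + 2P (555/632 nm).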
# The depositor's hits bear a star; u = inconclusive; x = not tested or not shown; & = joins results of further samples; [ ] = dose if it differs, or a comment. Unless noted, the call rests on the fitted dose curve; in most records, active means well fitted curve in the direction sought with a large enough effect; inconclusive means small, poorly fitted or top-dose-only effect, or another doubt; inactive means no such curve, though single readings can be large; an effect the other way counts as inactive or inconclusive.
# Fields – Tau fluor cs	Epigenetic reg	TexasRed fluor	GLA spleen mod	CBFb-RUNX1 inh	NPSR antag	TRb SRC2 PPI	Tau fibril FP
- COCCCNC(=O)CC(c1cc(OC)c(OC)c(OC)c1)N1Cc2ccccc2C1=O (stereo not given)
→ 5.7%	-0.9%	-0.5%	x	x	x	5.1%	5.5%
- CCC(C)NC(=O)c1ccc(CS(=O)(=O)Cc2ccc(Cl)cc2)o1 (stereo not given)
→ -6.8%	0.0%	-5.1%	2.5%	-2.7%	-5.4%[46.1 µM]	0.3%	3.4%
- COc1cccc(NC(=O)c2cccnc2)c1
→ 0.6%	1.0%	-0.2%	1.4%	0.4%	7.0%[46.1 µM]	-4.4%	6.7%
- NC(=O)c1ccc[n+](Cc2ccccc2)c1
→ -4.0%	-0.9%	-3.7%	-26.5%	-4.2%	u	3.9%	-9.7%
- CN(C(=O)c1ccco1)c1nc2c(s1)CCCC2
→ -6.6%	6.2%	-4.4%	-1.0%	0.9%	-7.5%[46.1 µM]	-9.5%	4.1%
- Cc1nc(NCc2ccc3c(c2)OCO3)c2nnn(Cc3ccccc3)c2n1
→ 4.2%	-0.8%	-4.7%	1.6%	-1.8%	9.0%[46.1 µM]	-6.1%	-5.6%
- CCc1ccc(NC(=O)Cn2cc(S(=O)(=O)c3ccc(F)cc3)c(=O)c3cc(OC)ccc32)cc1
→ -5.6%	-1.7%	-0.5%	x	x	x	1.2%	-6.2%
- Cc1ccc(Cn2c(SC(C)C(N)=O)nc3ccccc3c2=O)cc1 (stereo not given)
→ -11.5%	2.7%	-2.7%	-0.5%	11.7%	-23.9%	-4.5%	-5.7%
- O=C(NC1CC1)C1=C[C@@H](c2ccc(Br)cc2)C[C@@H](OCc2ccc(CO)cc2)O1
→ -1.9%	-1.9%	-2.9%	2.6%	-5.1%	-18.6%	6.3%	2.5%
- CN(C)S(=O)(=O)Oc1ccc(Cl)cc1C(=O)Nc1cccc(C(F)(F)F)c1
→ -14.9%	0.0%	-6.4%	-11.6%	9.6%	-21.2%[46.1 µM]	-1.4%	-12.3%
- CCOC(=O)N1CCN(C(=O)C2CCN(S(=O)(=O)c3ccc(Br)s3)CC2)CC1
→ -17.8%	0.8%	-0.9%	6.1%	3.2%	-5.4%[46.1 µM]	-4.7%	-7.0%
- COC(=O)c1sc(N)c(C(=O)OC)c1CSc1nnnn1C
→ -2.6%	9.4%	-0.6%	3.5%	1.4%	-13.0%[46.1 µM]	0.4%	5.5%
- Cc1ccc(NC(=O)c2nnn(Cc3ccccc3)c2N)cc1C
→ -15.1%	0.0%	-9.4%	x	x	x	3.5%	u
- COc1ccccc1C(=O)Nc1c(C(=O)N(C)Cc2ccccc2)sc2nc(C)c(Cl)c(C)c12
→ -11.7%	-1.1%	-3.8%	x	x	x	3.3%	-4.8%
- CC(/C=N\N1CCN(c2ccc(Cl)cc2)CC1)=C\c1ccccc1
→ 3.9%	0.0%	-6.0%	-12.5%	7.6%	3.6%[46.1 µM]	-2.9%	6.0%
- COc1cccc(-c2c(C#N)c(SC)nc3cc(C)nn23)c1
→ -1.5%	2.4%	-5.1%	2.0%	3.9%	1.3%[7.67 µM]	-0.5%	-7.7%
- O=C(COC(=O)c1ccc([N+](=O)[O-])s1)NC(=O)NCc1ccccc1
→ u	1.1%	-2.2%	2.5%	10.2%	0.1%	2.2%	8.9%
- CC1=C(c2ccc(C)cc2)S(=O)(=O)NC1=NCCCN1CCN(c2ccccc2F)CC1
→ -2.3%	-6.0%	-3.1%	x	x	x	0.9%	-5.7%
- O=C(Nc1ccc(Cl)c(Cl)c1)Nc1ccccc1O
→ 12.6µM*[quencher]	-0.7%	-1.9%	1.5%	2.5%	48.0%	-1.9%	-5.2%
- COC(=O)c1cccc(CSc2nnc(C)s2)c1
→ -1.8%	0.0%	0.0%	-10.4%	6.7%	2.0%[46.1 µM]	-7.0%	1.7%
- O=C(/C=C/c1ccc(F)cc1)N1CCN(c2ncccn2)CC1
→ -1.5%	-0.1%	-1.8%	5.0%	2.2%	12.4%	1.8%	-1.2%
- COC(=O)c1cn(Nc2ncc(C(F)(F)F)cc2Cl)c(=O)c2ccccc12
→ -23.0%	0.0%	0.4%	2.0%	0.7%	-19.6%[46.1 µM]	-7.6%	-13.6%
- Cc1ccc(C2=NN=C(NC(=O)CSc3nc(C)cc(C)n3)SC2)cc1
→ -18.3%	5.7%	2.8%	-4.2%	-22.5%	-22.5%[46.1 µM]	-7.1%	u
- COc1cccc(C2C(C(=O)Nc3ccccc3)=C(C)Nc3nc(-c4ccccc4)nn32)c1OC (stereo not given)
→ u	3.4%	-3.5%	x	x	x	0.0%	-7.2%
- CC(=O)N1CCn2c3c(c(=O)c4cc(C)ccc42)CCC31 (stereo not given)
→ u	0.0%	0.0%	9.2%	-1.9%	-11.4%[46.1 µM]	u	u
- CCOC(=O)NC(NS(=O)(=O)c1ccccc1)(C(=O)OCC)C(F)(F)F (stereo not given)
→ 2.1%	-1.9%	-1.6%	-8.6%	-11.1%	-2.3%	-1.7%	-5.4%
- C=C(C)C1CC=C(C)/C(=N/NC(=O)c2cccs2)C1 (stereo not given)
→ -2.1%	-0.8%	2.1%	7.4%	-1.8%	-0.6%	0.3%	-8.6%
- CCOc1ccc(C(=O)N/N=C/c2ccc(-c3ccc(S(=O)(=O)Nc4ncccn4)cc3)o2)cc1
→ -19.3%	-0.7%	-6.4%	16.5%	-22.2%	-16.3%[46.1 µM]	-13.2%	-0.6%
- Cc1nc(SCN2C(=O)c3ccccc3C2=O)n[nH]1
→ 2.1%	-1.0%	0.2%	0.3%	-2.2%	13.8%	-15.2%	2.8%
- CCCc1cc(=O)c2c(O)ccc(OC)c2o1
→ -13.2%	0.0%	0.8%	-11.1%	5.5%	16.6%	-6.3%	0.7%
- COc1ccc(NC(=O)N2CCN(c3cccc(C(F)(F)F)c3)CC2)cc1
→ -0.2%	2.7%	-1.1%	12.7%	4.6%	1.4%[46.1 µM]	-14.5%	3.4%
- COc1ccccc1N(CC(=O)NCc1ccccn1)S(C)(=O)=O
→ 6.0%	0.0%	-1.7%	0.8%	8.7%	-6.2%[46.1 µM]	-7.1%	4.7%
- COCCNC(=O)/C(C#N)=C/c1ccc(O)cc1
→ -26.1%	-4.3%	-1.9%	-4.7%	14.3%	6.9%	-5.6%	2.5%
- CCOc1cccc(C(=O)Nc2ccc3oc(-c4cccnc4)nc3c2)c1
→ -14.3%&-20.7%	0.1%&4.9%	3.0%&0.0%	1.8%	3.6%	-12.8%	5.7%&2.6%	u
- N#Cc1ccc(C(=O)Nc2cccc(NC(=O)c3ccco3)c2)c(F)c1
→ -11.3%	6.6%	-0.5%	3.7%	-2.0%	-2.3%	0.7%	-10.2%
- CCS(=O)(=O)c1nc2ccccc2n1CC(=O)N1CCCCC1
→ 2.0%	-1.0%	2.3%	2.9%	-1.2%	-3.2%	14.7%	4.4%
- Cc1ccc(CN2C(=O)CCC2C(=O)NCCCN2CCC(C)CC2)cc1 (stereo not given)
→ 3.6%	0.0%	-1.1%	4.6%	4.7%	-1.5%[46.1 µM]	-9.2%	-5.1%
- O=C(NC1CCCC1)c1cnc2n(c1=O)CCS2
→ -2.2%	2.8%	-7.2%	6.5%	-3.0%	-6.3%[46.1 µM]	-4.8%	-6.4%
- c1ccc(COC2CCCN(Cc3nc(-c4cccs4)no3)C2)nc1 (stereo not given)
→ -6.6%	2.2%	-1.2%	9.3%	10.7%	0.3%	-7.4%	-9.3%
- CCCCC/C=C\C/C=C\C/C=C\C=C\C(O)CCCC(=O)O (stereo not given)
→ -4.3%	1.8%	0.8%	19.9%	-3.7%	x	-2.5%	-3.3%
- Cc1cccc(C)c1NC(=O)C1(C)c2cccc[n+]2CC(=O)N1Cc1cccs1 (stereo not given)
→ 5.6%	-1.5%	-0.4%	6.7%	-10.8%	-0.3%	-2.9%	4.8%
- Cn1c(=O)c2c(nc(CN3CCN(Cc4ccccc4)CC3)n2CCN2CCOCC2)n(C)c1=O
→ 0.6%	-1.0%	1.2%	-2.3%	-2.1%	-3.5%[46.1 µM]	8.7%	3.7%
- O=C(Oc1cccnc1)c1cccc(Cl)c1
→ -12.8%	-0.9%	0.5%	0.0%	-5.4%	u	5.8%	7.6%

# An excerpt from above in order of number of heavy atoms, highest first.
# Fields – Tau fluor cs	Epigenetic reg	TexasRed fluor	GLA spleen mod	CBFb-RUNX1 inh	NPSR antag	TRb SRC2 PPI	Tau fibril FP
- COc1cccc(C2C(C(=O)Nc3ccccc3)=C(C)Nc3nc(-c4ccccc4)nn32)c1OC (stereo not given)
→ u	3.4%	-3.5%	x	x	x	0.0%	-7.2%
- Cc1cccc(C)c1NC(=O)C1(C)c2cccc[n+]2CC(=O)N1Cc1cccs1 (stereo not given)
→ 5.6%	-1.5%	-0.4%	6.7%	-10.8%	-0.3%	-2.9%	4.8%
- COC(=O)c1cn(Nc2ncc(C(F)(F)F)cc2Cl)c(=O)c2ccccc12
→ -23.0%	0.0%	0.4%	2.0%	0.7%	-19.6%[46.1 µM]	-7.6%	-13.6%
- CCCCC/C=C\C/C=C\C/C=C\C=C\C(O)CCCC(=O)O (stereo not given)
→ -4.3%	1.8%	0.8%	19.9%	-3.7%	x	-2.5%	-3.3%
- Cc1nc(SCN2C(=O)c3ccccc3C2=O)n[nH]1
→ 2.1%	-1.0%	0.2%	0.3%	-2.2%	13.8%	-15.2%	2.8%
- CCCc1cc(=O)c2c(O)ccc(OC)c2o1
→ -13.2%	0.0%	0.8%	-11.1%	5.5%	16.6%	-6.3%	0.7%
- O=C(Oc1cccnc1)c1cccc(Cl)c1
→ -12.8%	-0.9%	0.5%	0.0%	-5.4%	u	5.8%	7.6%

# High-throughput results as filed in PubChem BioAssay.

# An excerpt; count on the stated rates, not on these rows.
